Source: PubChem (National Center for Advancing Translational Sciences (NCATS))
GLP1R cytotox: cytotoxicity counter-screen for GLP-1 receptor inverse agonists | HEK293 cAMP-luciferase reporter cells, luminescence, 24 h | Potency, µM (titrated, usually from 38.3 µM), inactives show at the top dose activity change, negative = inhibition, most hits filed as inhibitors | 410,000 compounds, 0.13% hits | AID 624418;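 also: loss of luciferase light is scored as toxicity; potency is read from the fitted curve at half-maximal effect; % is scaled to controls: 0 for no effect and ±100 for the full control effect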
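Cells in DMEM/10% Nu serum/1% pen-strep, 1536-well format. Pre-incubated 12 h, dosed with 23 nL compound, incubated a further 24 h. Luciferase detection, 12 min at room temp, luminescence.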
GLP1R ag: GLP-1 receptor (human) agonism; P43220; HEK293 GLP-1R CRE-luciferase, luminescence, 4-6 h; cells express a hypersensitive GLP-1R form; Potency, µM (titrated, usually from 45.6 µM), without a hit: at the highest dose activation, most hits filed as activators; 380,000 compounds, 0.007% hits; also: potency is read from the fitted curve at half-maximal effect; % of control where 0% means no effect
GLP-1R inv ag: acts as inverse agonist at human GLP-1 receptor | HEK293 GLP-1R CRE-luciferase, luminescence, 24 h; GLP-1R form is constitutively active | Potency, µM (doses to about 38.3 µM), for the others: top-dose activity change, negative = inhibition, hits mostly inhibitors | 410,000 compounds, 1.6% hits; also: potency is read from the fitted curve at half-maximal effect; % is scaled to controls: 0 for no effect and ±100 for the full control effect; nearly all actives have a fitted effect of over 55% in size
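qHTS in 1536-well format: reporter HEK293 cells expressing constitutive GLP-1R activity in DMEM + 10% Nu serum, 24 hr with compounds at 37 deg C, luminescence read after 12 min with detection reagent.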
PLK1 PBD block: inhibitors of human PLK1 polo-box domain binding; 360,000 compounds, 2.8% hits; Plk1 PBD binding of FITC phosphopeptide, fluorescence polarization; Potency, µM, for the others: max response, negative = inhibition, most hits filed as inhibitors; AID 720504; also: potency is read from the fitted curve at half-maximal effect; series mostly up to about 57 µM; % is scaled to controls: 0 for no effect and ±100 for the full control effect; nearly all actives have a fitted effect of over 65% in size
PI5P4Ka inh: blocks human PI5P4K alpha kinase activity; max response, %; 330,000 compounds, 1.2% hits; PI5P4Kalpha enzyme, ADP-Glo luminescence, 60 min; active compounds read low; AID 652105; P48426; active = max response of -50% or lower; inconclusive = between -30% and -50%; inactive = -30% or higher; also: value at the top dose of about 77 µM; % is scaled to controls: 0 for no effect and ±100 for the full control effect
Target sequence (P48426 whole entry, looked up): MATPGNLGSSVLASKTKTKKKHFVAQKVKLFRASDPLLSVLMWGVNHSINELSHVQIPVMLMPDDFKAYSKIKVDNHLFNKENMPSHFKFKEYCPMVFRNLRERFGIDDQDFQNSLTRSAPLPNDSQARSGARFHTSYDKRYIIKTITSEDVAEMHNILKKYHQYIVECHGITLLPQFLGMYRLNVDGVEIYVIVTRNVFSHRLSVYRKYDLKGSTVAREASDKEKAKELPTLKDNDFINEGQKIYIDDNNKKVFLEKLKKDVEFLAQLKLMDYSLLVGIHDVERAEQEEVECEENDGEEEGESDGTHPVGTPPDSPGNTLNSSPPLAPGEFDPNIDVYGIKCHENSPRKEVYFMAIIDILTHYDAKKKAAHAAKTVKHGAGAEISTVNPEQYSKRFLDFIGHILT
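Controls without substrate or without enzyme flank wells where PI5P4Kalpha converts substrate using 5 microM ATP (final). Incubation lasts 60 minutes at room temperature; ADP formed is read by ADP-Glo luminescence.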
EPAC1 agonist: EPAC1 (human) agonism. O95398. EPAC1 agonist qHTS, biochemical assay; response scale: 100% = response to 6.5 mM cAMP. Potency, µM (top dose mostly 154 µM), without a hit: at the highest dose activation, actives largely listed as activators. 360,000 compounds, 0.073% hits. AID 720707; also: potency is read from the fitted curve at half-maximal effect; nearly all actives have a fitted effect of over 60% in size
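Multi-concentration qHTS readout: loss of Rap1B-bound BODIPY-GDP fluorescence driven by 100 nM EPAC1 with excess GDP (50 uM), monitored kinetically at room temperature; agonist response expressed relative to 6.5 mM cAMP.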
PTHR1 agonist: PTHR1 (human) receptor agonism; Q03431; HEK293 GP2 PTHR1 cells, GloSensor cAMP luminescence, 1 h; Potency, µM (titrated, usually from 115 µM), without a hit: at the highest dose activation, actives largely listed as activators; 410,000 compounds, 0.075% hits; also: potency is read from the fitted curve at half-maximal effect; nearly all actives have a fitted effect of over 55% in size; some results filed as inactive show a strong effect at the top dose; inactives centre near -15; many of its hits are not listed in these tables
Target sequence (Q03431 whole entry, looked up): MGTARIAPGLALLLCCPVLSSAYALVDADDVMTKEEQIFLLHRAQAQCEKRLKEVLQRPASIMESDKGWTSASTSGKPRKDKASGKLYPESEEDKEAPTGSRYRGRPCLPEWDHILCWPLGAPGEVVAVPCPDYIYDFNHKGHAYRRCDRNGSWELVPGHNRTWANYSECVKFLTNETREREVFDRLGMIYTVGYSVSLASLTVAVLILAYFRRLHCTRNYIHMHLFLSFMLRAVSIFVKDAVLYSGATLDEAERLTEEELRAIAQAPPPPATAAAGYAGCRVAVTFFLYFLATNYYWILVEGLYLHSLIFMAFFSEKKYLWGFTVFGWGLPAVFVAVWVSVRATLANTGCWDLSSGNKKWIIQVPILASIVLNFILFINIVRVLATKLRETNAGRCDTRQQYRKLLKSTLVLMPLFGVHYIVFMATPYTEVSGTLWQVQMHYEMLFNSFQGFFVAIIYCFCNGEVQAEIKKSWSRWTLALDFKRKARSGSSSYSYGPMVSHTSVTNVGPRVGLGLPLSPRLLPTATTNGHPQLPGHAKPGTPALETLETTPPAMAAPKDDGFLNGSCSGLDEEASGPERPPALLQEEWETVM
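HEK-293-derived GP2 cells expressing PTHR1 and a GloSensor cAMP reporter, 3,000/well, plated overnight, given luciferin plus IBMX (each 0.5 mM as added) for 1 h at 37 °C, then compound for 1 h at 37 °C. Luminescence was read after 15 min at room temperature.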
EPAC1 antag: antagonists of human EPAC1. O95398. Potency, µM (top dose mostly 115 µM), without a hit: at the top dose activity change, negative = inhibition, most hits filed as inhibitors. EPAC1 GEF assay, Rap1b-BODIPY-GDP exchange fluorescence. AID 720709. 360,000 compounds, 0.14% hits;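 also: potency is read from the fitted curve at half-maximal effect; plate controls were vehicle for no effect and positive control for full effect; nearly all actives have a fitted effect of over 50% in size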
IL2 activator: IL-2 activation. 360,000 compounds, 0.065% hits. activation, % (series mostly up to about 46 µM). IL-2 activation reporter assay, cell-based qHTS; stimulated with anti-CD3/CD4/CD28 beads; in transgenic mouse T cells. AID 652025; in the data active = activation above about 50%; inconclusive = mostly about 30% to 49%; also: 0% is about no effect
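First, unstimulated transgenic mouse T cells were exposed to compound for 60 min. Next, anti-CD3/anti-CD4-coated beads with anti-CD28 were added. Finally, after 18 h at 37 degrees C, EGFP and DsRed were imaged.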
The depositor's hits bear a star; i = inactive; ? = inconclusive; · = no result given; & = joins results of further samples; [ ] = another dose, or the depositor's remark. Unless noted, calls follow the shape of the dose curve; as a rule, active = well fitted curve in the direction sought with a large enough effect; inconclusive = small, poorly fitted or top-dose-only effect, or another doubt; inactive = no such curve, though single readings can be large; an effect the other way counts as inactive or inconclusive. An excerpt, so the mix of outcomes need not match the whole.

SMILES | GLP1R cytotox | GLP1R ag | GLP-1R inv ag | PLK1 PBD block | PI5P4Ka inh | EPAC1 agonist | PTHR1 agonist | EPAC1 antag | IL2 activator
CC(=O)N1CCN(c2ccc(S(=O)(=O)N3CCCCC3)cn2)CC1 | 10% | 11% | 2% | -6% | 1 | -2% | 5%[57.5 µM] | -15% | -0.4
CCCc1ncc(C(O)c2ccc(OC)cc2)n1C (stereo not given) | 6% | -2% | -6% | -1% | · | -4% | -8%[57.5 µM] | -1% | -0.5
Cc1ccccc1NC(=O)OCCN1CCN(Cc2ccccc2)CCC1=O | -26% | 14% | 20% | 0% | -3 | -4% | -9% | -21% | 4.8
CCN(CC(=O)NCc1cccs1)C(=O)/C=C/c1ccc(OC)cc1OC | -25% | 1% | -13% | 0% | -7 | 8% | -20% | 3% | -1.0
C/C(=N\NC(=O)c1ccc(C)cc1C)c1ccc2c(c1)Nc1ccccc1S2 | -18% | 16% | ? | 2% | 9 | -11% | -4% | 10% | -1.0
COC(=O)c1ccc(Cn2c(C)c(C(=O)NCc3ccc(C#N)cc3)sc2=O)o1 | 4% | -3% | -8% | -16% | 0 | 6% | -46%[inhibitor] | -22% | 0.3
COc1cc(C2C(C#N)=C(N)Oc3n[nH]c(-c4cccs4)c32)cc(OC)c1O (stereo not given) | -2%[0.307 µM] | -3% | -9%[0.307 µM] | -17% | -29 | 4% | i | -3% | 0.2
Cc1cc2ccccc2n1CCNC(=O)c1ccccc1 | -3% | -26% | -28% | -15% | 2 | 6% | -29% | -16% | -0.5
Cc1ccc(Sc2ccc(N3CCCC(C(=O)Nc4ccc(Br)cc4)C3)nn2)cc1 (stereo not given) | -9% | 0% | 4% | · | · | · | -17% | · | ·
Cc1ccc(NC(=O)COC(=O)c2ccc([N+](=O)[O-])s2)c(C)c1 | -6% | -4% | 3% | -13% | 0 | -10% | i | -10% | 0.1
N#CC1=C(N)C(C#N)(C#N)C2(CCC3(CC2)OCCO3)C2CC3(CC=C12)OCCO3 (stereo not given) | 1% | 2% | 6% | -10% | · | 8% | -9% | -16% | -1.4
COc1cccc(C(=O)Nc2cc(C(=O)NCc3ccc(C)cc3)ccc2N2CCC3(CC2)CC(c2ccccc2)=NO3)c1 | ? | 1% | -12% | -9% | -3 | -8% | -23% | -4% | -3.1
COc1ccc(S(=O)(=O)N(Cc2ccccc2)c2ccccc2C(=O)O)cc1 | 13% | -26% | -4% | -11% | 0 | 11% | i | 3% | 0.1
Fc1cccc(F)c1-c1nc2c(s1)CCc1onc(-c3ccc(Br)cc3)c1-2 | 1% | 4% | 19% | -17% | -26 | -2% | -5% | -1% | 0.8
CC(NC(=O)CCNS(=O)(=O)c1cccc2nsnc12)c1ccccc1 (stereo not given) | -2%&-17% | 5%&0% | ? | 4% | -2 | 0% | -19% | 0% | 0.9
COc1ccc(-n2cc(-c3ccccc3)nc2SC)cc1 | 21% | 6% | ? | -5% | 7 | -4% | -72%[inhibitor] | -7% | -0.2
O=C(Nc1ccccc1)Nc1nc(-c2ccc(F)cc2)cs1 | -8% | -24% | 22% | -9% | 4 | -1% | -8% | -2% | -1.2
Cc1sc2ncn(CC(=O)NCc3ccccn3)c(=O)c2c1S(=O)(=O)N1CCOCC1 | -1% | -11% | 0% | -6% | 0 | 3% | i | -8% | 1.2
N#Cc1cnn2cc(CCN3CCOCC3)c(-c3ccc(F)cc3)nc12 | 3% | 2% | 19% | -3% | -4 | -1% | i | -4% | -0.8
CCOCC(=O)Nc1cccc(NC(C)=O)c1 | -12% | 2% | 2% | -9% | -21 | 0% | i | -9% | 0.8
Cc1cc(N2CCC(C)CC2)nc(-n2nc(C)cc2C)n1 | 0.79µM* | 11% | ? | 4% | 0 | -3% | -9% | -11% | 0.3
COc1ccc(CCNC(=O)CC2(CC3=NS(=O)(=O)c4ccccc4N3)CCCC2)cc1OC | -4% | 15% | 8% | -5% | -2 | 11% | -8% | -2% | 0.0
CC(C)(C)c1ccc(N/N=C(\C#N)S(=O)(=O)C(C)(C)C)cc1 | ? | 1% | ? | 0% | 6 | -14% | -24% | -4% | -3.5
Cc1ccc(C)c(S(=O)(=O)N2CCCOC2CNC(=O)C(=O)NC2CCCC2)c1 (stereo not given) | -1% | -4% | 12% | -1% | -11 | 10% | -8% | -2% | -0.4
CNc1ncc(C(=O)c2ccc(Cl)c(Cl)c2)s1 | 2% | 13% | 3% | -8% | 0 | 1% | -2% | 3% | -2.7
CN1C(=O)c2ccccc2Sc2ccc(NC(=O)NC3CC3)cc21 | -11% | 5% | 6% | -3% | 0 | -8% | i | 15% | 2.3
CN(C)c1ccc(CN(C(=O)COc2ccc(Br)cc2)C2CCS(=O)(=O)C2)cc1 (stereo not given) | -21% | 0% | 1% | -2% | · | 2% | -3%[57.5 µM] | 6% | -0.6
COc1ccccc1N1CC(C(=O)Nc2nnc(SC)s2)CC1=O (stereo not given) | 10% | -2% | 14% | -17% | -21 | -9% | -24% | 7% | 0.0
CC1CCCC(C)N1C(=O)COC(=O)c1ccc(Br)c(S(=O)(=O)N2CCOCC2)c1 (stereo not given) | ? | 17% | ? | -2% | 2 | -3% | -22% | 1% | 1.0
Cc1nc(-c2ccccc2)sc1-c1nc(-c2ccccc2)ncc1S(=O)(=O)c1ccccc1 | -17% | -2% | -2% | 3% | 0 | 0% | i | 3% | 0.4
Cc1ccc(N2C(=O)N(CC(=O)NCc3ccccc3Cl)C(=O)C2C)cc1 (stereo not given) | 2% | -1% | -40% | -23% | 4 | 3% | ? | -27% | -1.5
Cn1ncc([N+](=O)[O-])c1C(=O)Nc1nc2ccccc2n1CCN1CCCCC1 | -13% | -1% | -1% | -5% | -7 | 2% | i | 10% | 0.2
C=CCN=C(NC#N)SCC(=O)NCc1ccccc1 | 9% | 1% | 10% | -10% | -14 | 15% | i | 2% | -1.9
Cc1ccc2cc(CCNC(=O)c3cccc([N+](=O)[O-])c3)c(=O)[nH]c2c1 | 1% | -5% | 6% | -12% | -4 | 2% | -42%[inhibitor] | 11% | 0.7
O=C(Nc1ncn[nH]1)c1ccc(Cl)c(S(=O)(=O)Nc2ccc(Cl)cc2)c1 | 18% | 7% | -2% | -18% | 3 | -3% | -5% | -2% | -1.8
Cc1cc(NC(=O)C2CCC2)n(-c2ccccn2)n1 | 14% | ? | 46%[activator] | 0% | 0 | 6% | i | -14% | -0.2
COc1cc(C2CC(=O)N(Cc3ccc(F)cc3)c3ccccc3S2)cc(OC)c1OC (stereo not given) | 4% | -7% | 11µM* | · | · | · | -42%[inhibitor] | · | ·
Clc1ccc(-c2nnc(N3CCCC3)nn2)cc1 | -2% | -7% | 4% | -8% | -1 | -6% | -17%[57.5 µM] | 2% | -2.9
CCOc1ccc2[nH]c(=O)c(CN(CCc3ccccc3)C(=O)N3CCOCC3)cc2c1 | 4% | 0% | 17% | -11% | 6 | 3% | i | -20% | 0.1
COc1ccc(-c2csc(NC(=O)c3cccc(N4C(=O)CCC4=O)c3)n2)cc1C | 6% | 12% | 5% | -3% | -3 | 19% | -53%[inhibitor] | -6% | -4.2

The last two compounds of the section above are carried over, then new ones follow:
SMILES | GLP1R cytotox | GLP1R ag | GLP-1R inv ag | PLK1 PBD block | PI5P4Ka inh | EPAC1 agonist | PTHR1 agonist | EPAC1 antag | IL2 activator
CCOc1ccc2[nH]c(=O)c(CN(CCc3ccccc3)C(=O)N3CCOCC3)cc2c1 | 4% | 0% | 17% | -11% | 6 | 3% | i | -20% | 0.1
COc1ccc(-c2csc(NC(=O)c3cccc(N4C(=O)CCC4=O)c3)n2)cc1C | 6% | 12% | 5% | -3% | -3 | 19% | -53%[inhibitor] | -6% | -4.2
CCOC(=O)[C@]12CCCC=C1N(Cc1ccc3c(c1)OCO3)C(=O)[C@H](CC(=O)N1CCC(c3ccccc3)CC1)C2 | 1% | -5% | ? | 3% | 3 | -1% | -16% | 2% | -0.4
COc1cc2cc(CN(CCc3ccccc3C)C(=S)NCCCN(C)C)c(=O)[nH]c2cc1OC | -2% | 0% | ? | -7% | -2 | -8% | i | 9% | -0.5
COc1ccccc1NC(=O)NCC(=O)Nc1ccc(F)c(F)c1 | 6% | 1% | 3% | -14% | 2 | -1% | -6%[57.5 µM] | -7% | 0.0
COc1ccccc1N1C(=O)C2C3CC(c4ccccc4)C(C3)C2C1=O (stereo not given) | 12% | 14% | 9% | 5% | 18 | 8% | -2% | -1% | -1.5
COc1cccc(C(=O)NCC(=O)NCc2cc(=O)n(C)c(=O)n2C)c1OC | 5% | -1% | 2% | -12% | 0 | 3% | i | -2% | 1.0
CCOC(=O)N1CCN(C(=O)C2CCC(=O)N(CCCc3ccccc3)C2)CC1 (stereo not given) | -6% | -6% | 5% | 0% | 2 | 6% | -31% | 7% | -2.5
CCCc1nccn1S(=O)(=O)c1cc(OC)ccc1OC | -18% | 6% | 6% | -12% | -2 | 9% | i | 11% | -0.6
Cc1cc(C)c2c(N)c(-c3nnc(SCc4ccc(Cl)cc4)n3C)sc2n1 | -1% | -1% | -6% | -6% | 14 | 10% | 0% | 1% | 2.7
CCN(CC)c1ccc(/C=N/n2c(C)nc3ccccc3c2=O)cc1 | 3% | 15% | -18% | -3% | -6 | -2% | -7% | -6% | -1.3
COc1ccc(-n2nc3c(c2NC(=O)C(C)Oc2ccccc2)CS(=O)(=O)C3)cc1 (stereo not given) | -4% | 15% | 31%[activator] | -5% | 2 | 0% | i | 14% | 3.4
O=C(NC(=S)NCCN1CCOCC1)c1ccc(Cl)cc1Cl | 0% | 10% | 8% | -6% | -5 | 5% | i | -7% | 0.2
CC(=O)Nc1ccc(NC(=O)/C(=C/c2ccco2)NC(=O)c2ccccc2)cc1 | -2% | 7% | 8% | ? | -3 | 2% | i | -1% | 5.7
CC(C)COc1ccc(CSCCNC(=S)Nc2ccccc2)cc1 | 4.5µM* | 2% | 3.2µM* | -11% | 5 | 5% | -57%[inhibitor] | -27% | -0.3
COC(=O)[C@]1(C)N[C@H](CN(C)C(=O)Nc2ccc(C)cc2)[C@@H]2C(=O)N(C)C(=O)[C@@H]21 | 3% | -1% | 19% | -16% | -8 | -15% | -30% | 0% | 0.4
